Screens (PubChem BioAssay)
TNF death inh: inhibitors of TNF-alpha triggered necroptosis, primary screen, cell-based, Jurkat FADD-/-, single concentration; Jurkat FADD-/- TNF necroptosis rescue, ATP luminescence, 24 h; 0 = TNF only, 100 = no-TNF cells; activation (protection from cell death), % at 10 µM; actives 0.068% (n = 220,000); AID 463075, 2010;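 active means activation, meaning protection from cell death, of at least 50% relative to plate controls; inactive means activation below 50%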;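 further: necroptosis triggered by 40 ng/mL TNF-alpha added together with compound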
CHOP inh: inhibitors of CHOP promoter induction, primary screen, cell-based, unfolded protein response, luciferase reporter | CHO-K1 CHOP-promoter luciferase, tunicamycin-induced, 15-18 h | inhibition, % at 10 µM | actives 3.8% (n = 220,000) | AID 2732, 2010;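 active means compounds that reduced the stress-induced luciferase reporter signal by more than about 70% of percent inhibition, limit read from the data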;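 further: 0% = tunicamycin plus vehicle and 100% = wells without tunicamycin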
Runt-SMMHC FRET: inhibitors of RUNX1 Runt–CBFb-SMMHC binding, primary screen, biochemical, FRET, Cerulean-Runt, Venus-CBFb-SMMHC, uHTS | Cerulean-Runt/Venus-CBFb-SMMHC FRET ratio 530/480, 1 h | inhibition, % at 20 µM | actives 0.74% (n = 220,000);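 active means mean inhibition across duplicate retests at 20 µM reaching about 50%, limit read from the data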;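 further: 0% = DMSO wells and 100% = wells with excess untagged CBFb-SMMHC; inhibitors lower the FRET ratio by blocking Runt binding to CBFb-SMMHC; some results filed as inactive read as strong as hits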
Target sequence (Q01196 whole entry, looked up): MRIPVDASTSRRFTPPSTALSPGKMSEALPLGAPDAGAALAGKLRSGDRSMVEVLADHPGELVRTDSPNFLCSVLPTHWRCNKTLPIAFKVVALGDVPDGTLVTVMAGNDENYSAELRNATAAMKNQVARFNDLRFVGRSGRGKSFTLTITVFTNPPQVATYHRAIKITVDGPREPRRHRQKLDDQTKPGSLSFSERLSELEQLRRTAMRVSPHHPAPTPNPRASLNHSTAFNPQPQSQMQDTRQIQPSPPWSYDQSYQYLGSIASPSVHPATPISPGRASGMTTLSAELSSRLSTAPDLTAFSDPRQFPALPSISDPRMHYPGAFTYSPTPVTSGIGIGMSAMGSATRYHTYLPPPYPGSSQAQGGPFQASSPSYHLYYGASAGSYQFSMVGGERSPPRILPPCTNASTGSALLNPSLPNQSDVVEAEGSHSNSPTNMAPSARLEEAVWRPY
Target sequence (Q13951 whole entry, looked up): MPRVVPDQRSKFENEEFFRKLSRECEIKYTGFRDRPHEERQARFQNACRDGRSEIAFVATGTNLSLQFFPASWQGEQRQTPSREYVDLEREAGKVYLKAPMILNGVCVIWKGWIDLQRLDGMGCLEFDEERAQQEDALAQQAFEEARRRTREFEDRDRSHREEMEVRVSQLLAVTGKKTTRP
TRPML3 ag: human TRPML3 channel agonists, primary screen, cell-based, HEK293 TRPML3-YFP, Fluo-8 calcium fluorescence, 3 µM; activation, % at 3 µM; Mucolipin-3 (Homo sapiens), Q8TDD5; actives 0.29% (n = 220,000); 100% = the carbachol control signal;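 active means activation above its plate's cutoff, the mean activation of the plate's test wells plus 3 SD, cut at about 12% in these data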;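 further: 0% = DMSO only wells and 100% = carbachol wells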
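Test system: HEK293 cells stably carrying human TRPML3-YFP; Doses: single dose, 3 µM final nominal compound, 0.3% DMSO final; Schedule: dye loading 1 h 37 °C then 30 min ambient, 125 s read; Technique: Fluo-8 calcium fluorescence; Benchmarks: high control carbachol 87 µM, low control DMSO.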
zfTRPN1 agonist: zebrafish TRPN1 channel agonists, primary screen, cell-based, HEK293, calcium fluorescence. activation, % at 3 µM. transient receptor potential cation channel N1 (TRPN1/NompC), Danio rerio. actives 0.18% (n = 220,000). HEK293 zebrafish TRPN1-YFP, Fluo-8 calcium fluorescence; 100% = response to 87 µM carbachol;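 active means activation above its plate's cutoff, the mean activation of test wells on that plate plus 3 SD, cut at about 19% in these data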;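 further: 0% = DMSO alone and 100% = 87 µM carbachol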
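Material – zebrafish TRPN1-YFP in HEK293 cells · Doses – 3 µM single point · Schedule – dye 1 h 37 °C plus 30 min RT · Signal – Fluo-8 calcium fluorescence, excitation 470-495 nm, emission 515-575 nm · Read-out – % activation versus carbachol response · Control set – carbachol high, DMSO low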
p47phox inh: p47phox/p22phox peptide binding inhibitors, primary screen, biochemical, uHTS, NADPH oxidase regulatory subunit. fluorescence polarization, 2 h. inhibition, % at 24.7 µM. actives 0.53% (n = 220,000). AID 1274, 2008;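 active means inhibition above about 30%, limit read from the data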;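 further: 0% = p47phox with labelled peptide and 100% = labelled peptide alone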
Target sequence (P14598 whole entry, looked up): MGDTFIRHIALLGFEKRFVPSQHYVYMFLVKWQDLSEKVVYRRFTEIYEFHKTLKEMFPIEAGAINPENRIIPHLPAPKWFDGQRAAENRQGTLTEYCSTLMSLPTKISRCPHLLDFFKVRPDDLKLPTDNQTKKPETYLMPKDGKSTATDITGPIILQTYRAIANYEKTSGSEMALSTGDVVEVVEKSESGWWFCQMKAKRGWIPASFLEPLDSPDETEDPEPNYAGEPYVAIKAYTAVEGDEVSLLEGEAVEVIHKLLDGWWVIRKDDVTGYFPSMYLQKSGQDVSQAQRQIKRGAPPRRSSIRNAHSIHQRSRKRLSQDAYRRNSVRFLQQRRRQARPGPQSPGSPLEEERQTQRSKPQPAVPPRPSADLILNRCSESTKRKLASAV
Mdm2 ligase inh: MDM2-luciferase reporter signal enhancers, primary screen, MDM2 E3 ligase inhibitor project, cell-based, luminescence, 1536-well; E3 ubiquitin-protein ligase Mdm2 (Homo sapiens), Q00987; cell-based MDM2 ubiquitination luciferase reporter, 2 h; 0 = plate control, 100 = twice control, blank-subtracted; signal enhancement, % at 5 µM; actives 0.11% (n = 210,000); AID 1230, 2008;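 active means signal enhancement of 30% or more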;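 further: luminescence tracks abundance of the self-degrading MDM2-luciferase fusion protein; higher signal means inhibition of MDM2 E3 ligase activity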
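Material: Stable MDM2–luciferase fusion reporter cells | Amount: 2000 cells seeded into each well | Dosing: One concentration, 5 µM, with 0.2% DMSO | Incubation: 4 h cell settling then 2 h compound exposure, 37 °C | Measured by: Luciferase luminescence | Read-out basis: % enhancement relative to plate controls after blank subtraction | Benchmarks: Control and blank well means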
PPC-1+TRAIL kill: compounds killing PPC-1 cancer cells with TRAIL present, primary screen, TRAIL potentiator project, ATPLite luminescence, uHTS; actives 0.41% (n = 220,000); PPC-1 cells + TRAIL, ATPLite viability luminescence; cell killing (% activity), % at 4 µM; AID 1443, 2008;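 active means cell killing above 50% in the first pass at 4 µM, then a duplicate retest at 5 µM averaging 50% or more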;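 further: plate controls were cells with TRAIL plus DMSO for no effect and medium-only wells lacking cells for full effect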
EBV gp42 inh: Epstein-Barr virus gp42 inhibitors, primary screen, biochemical, uHTS, fluorescence polarization; Fluorescence polarization binding assay, mP read-out; inhibition, % (tested at 21.74 µM); actives 0.42% (n = 220,000); AID 1085, 2008; in the data active means inhibition above about 50%
Numbers without * were called inactive; x = not tested or not shown; [ ] = dose if it differs, or a comment.

SMILES	TNF death inh	CHOP inh	Runt-SMMHC FRET	TRPML3 ag	zfTRPN1 agonist	p47phox inh	Mdm2 ligase inh	PPC-1+TRAIL kill	EBV gp42 inh
O=C(O)CCCC(=O)NCCCc1ccccc1	-3.4	31	3	0.0	-0.1	-15	2	1	-4
CCCC(=O)Nc1ccc(C(=O)n2ccc(C)n2)cc1	1.8	3	-1	-0.2	1.2	-9	6	20	3
NS(=O)(=O)c1ccc(NNC(=O)c2sccc2Cl)cc1	-0.5	14	0	0.2	-0.3	-13	-9	2	-12
CCO[C@H]1OC(C(=O)N2CCN(C)CC2)=C[C@@H](C)[C@@H]1CCCO	-0.9	2	-2	0.3	-0.6	-8	x	7	-6
O=S(=O)(c1ccccc1)N1CCn2c(nc3ccccc32)C1	0.8	-1	-1	-0.2	-0.1	-6	-16	12	3
C#CCOCCOCCOCCNc1nc(N2CCN(C(=O)C([C@@H](C)CC)n3cc(C(N)CC(C)C)nn3)CC2)nc(N2CCN(C(=O)[C@H](CCC(=O)O)n3cc(C(N)[C@H](C)CC)nn3)CC2)n1 (some centres undefined)	0.9	13	0	0.8	0.8	x	x	4	-15
COCc1cc(=O)n2[nH]c(C)nc2n1	-0.7	-7	0	1.2	-0.9	1	-13	6	-4
NC(=O)CSC1=Nc2ccccc2C2=NC(CC(=O)NCc3cccs3)C(=O)N12 (centres undefined)	0.1	8	2	0.4	0.3	-4	-14	18	-24
Cc1cc(SCC(=O)Nc2cccc(S(=O)(=O)NC3=NCCCCC3)c2)nc2ccccc12	2.3	50	-9	-1.4	-2.0	-34	-13	5	-23
CC(Nc1cc(N2CCN(C(=O)C(C)(C)C)CC2)ccc1[N+](=O)[O-])c1ccccc1 (centres undefined)	-13	13	2	-0.6	-2.1	-21	1	-1	-5
O=C(CCNC(=O)c1ccccc1)NCC1CCCCC1	0.2	20	-2	0.1	0.5	29	-1	14	-13
COc1ccc(NS(=O)(=O)c2cccc(NC(=O)COc3ccc(OC)cc3)c2)cc1	-2.1	17	1	-0.2	2.2	2	x	0	-12
CCOC(=O)c1cc(C(=O)OCC)c(=O)[nH]c1N1CCCC1	-0.5	4	-2	0.6	-0.8	-5	-15	21	9
N#Cc1nc(Cc2ccccc2)oc1NCc1ccccc1Cl	0.0	7	-6	-0.5	-1.7	-3	-14	23	-12
Cc1ccc(S(=O)(=O)CC(O)COc2ccccc2C#N)cc1 (centres undefined)	0.3	-3	1	-0.9	-1.3	-9	-17	11	-20
CC(=O)c1ccc(N2CCN(S(=O)(=O)c3cccc4nonc34)CC2)cc1	1.5	2	1	1.3	1.9	-7	5	-1	1
COc1ccc(NC(=O)CN(C)S(=O)(=O)c2ccc3c(c2)CCC(=O)N3)c(OC)c1	0.3	19	-2	-0.3	-0.2	-19	-19	6	-6
Cn1c(SC2CCCCC2=O)nnc1-c1ccncc1 (centres undefined)	-1.4	11	-1	1.4	1.2	2	-1	25	-8
COc1ccc(CN2CCC(C(=O)N3CCN(c4ccccc4F)CC3)CC2)cc1OC	-1.9	10	-4	1.4	2.1	-3	-12	-3	-6
COc1cc(OC)cc(-c2nnc(SCC(=O)NCc3cccs3)o2)c1	0.8	-13	1	-0.2	0.0	-4	3	-1	13
On1nnc2ccccc21	0.1	-10	5	1.1	0.5	5	-12	8	-20
CN(C)S(=O)(=O)c1ccc(C(=O)N(c2ccccn2)c2ccccn2)cc1	-0.9	8	-3	0.1	0.3	-8	-12	15	-4
CC(C)C(CO)N1CCN(Cc2ccccc2)CCC1=O (centres undefined)	1.1	9	3	x	x	-20	-8	22	-46
CCOc1ccccc1N1CCN(Cc2cccc(OC)c2OC)CC1	-0.5	-25	-1	-0.3	0.6	-9	-11	18	-31
Cc1ccc2nc(Nc3nc(CSc4nnc(C)s4)cc(=O)[nH]3)nc(C)c2c1	-3.7	39	-5	1.2	-0.1	6	2	12	-18

Single records, as listed above. Order of values: TNF death inh, CHOP inh, Runt-SMMHC FRET, TRPML3 ag, zfTRPN1 agonist, p47phox inh, Mdm2 ligase inh, PPC-1+TRAIL kill, EBV gp42 inh
Shown for CC(=O)c1ccc(N2CCN(S(=O)(=O)c3cccc4nonc34)CC2)cc1 : 1.5, 2, 1, 1.3, 1.9, -7, 5, -1, 1
Shown for Cn1c(SC2CCCCC2=O)nnc1-c1ccncc1 (centres undefined) : -1.4, 11, -1, 1.4, 1.2, 2, -1, 25, -8
Shown for COCc1cc(=O)n2[nH]c(C)nc2n1 : -0.7, -7, 0, 1.2, -0.9, 1, -13, 6, -4
Shown for CCOc1ccccc1N1CCN(Cc2cccc(OC)c2OC)CC1 : -0.5, -25, -1, -0.3, 0.6, -9, -11, 18, -31

Some of the entries so far, bar-delimited.
Molecule | TNF death inh | CHOP inh | Runt-SMMHC FRET | TRPML3 ag | zfTRPN1 agonist | p47phox inh | Mdm2 ligase inh | PPC-1+TRAIL kill | EBV gp42 inh
Cc1ccc(S(=O)(=O)CC(O)COc2ccccc2C#N)cc1 (centres undefined) | 0.3 | -3 | 1 | -0.9 | -1.3 | -9 | -17 | 11 | -20
CC(=O)c1ccc(N2CCN(S(=O)(=O)c3cccc4nonc34)CC2)cc1 | 1.5 | 2 | 1 | 1.3 | 1.9 | -7 | 5 | -1 | 1
COc1ccc(NC(=O)CN(C)S(=O)(=O)c2ccc3c(c2)CCC(=O)N3)c(OC)c1 | 0.3 | 19 | -2 | -0.3 | -0.2 | -19 | -19 | 6 | -6
Cn1c(SC2CCCCC2=O)nnc1-c1ccncc1 (centres undefined) | -1.4 | 11 | -1 | 1.4 | 1.2 | 2 | -1 | 25 | -8
COc1ccc(CN2CCC(C(=O)N3CCN(c4ccccc4F)CC3)CC2)cc1OC | -1.9 | 10 | -4 | 1.4 | 2.1 | -3 | -12 | -3 | -6
COc1cc(OC)cc(-c2nnc(SCC(=O)NCc3cccs3)o2)c1 | 0.8 | -13 | 1 | -0.2 | 0.0 | -4 | 3 | -1 | 13
On1nnc2ccccc21 | 0.1 | -10 | 5 | 1.1 | 0.5 | 5 | -12 | 8 | -20

Next structures:
SMILES	TNF death inh	CHOP inh	Runt-SMMHC FRET	TRPML3 ag	zfTRPN1 agonist	p47phox inh	Mdm2 ligase inh	PPC-1+TRAIL kill	EBV gp42 inh
Cc1nc2ncnn2c(C)c1CCC(=O)Oc1ccccc1	-1.2	-2	1	0.8	0.8	-8	8	-3	-3
CN1C(=O)NC(c2ccc(O)cc2)C2=C1CN(c1ccccc1)C2=O (centres undefined)	0.8	1	-1	1.7	1.3	-8	-6	-7	-5
Cc1ccccc1NC(=O)COc1ccc(Br)cc1CNCCCO	2.4	-2	-4	0.7	-0.2	-5	-12	10	-11
CCNC(=O)C1CC(=O)N(Cc2ccc(F)cc2)C(=Nc2ccc(OC)cc2)S1 (centres undefined)	-2.5	29	3	0.9	-0.8	-1	-16	-8	6
CCC(c1nnc(SCC(=O)Nc2nnc(-c3ccccc3)o2)o1)N(C)C (centres undefined)	-5.4	27	-3	0.2	-0.4	-44	-15	23	-17
CCOC(=O)C1=C(C)N=C2c3ccccc3C(=O)C2C1c1ccc(Cl)cc1 (centres undefined)	-5.1	88*	-3	0.1	-0.1	-7	-17	-3	5
Cc1ccc(C(=O)Nc2cccc(C(=O)NCc3ccccc3)c2)o1	3.9	29	2	0.7	-0.1	-2	-10	25	-3
Cc1ccc(C2N(c3ccc(Cl)cc3)C(=O)N3CCCN23)cc1 (centres undefined)	1.3	4	-1	0.0	1.3	1	-12	9	-5
Cc1ccc(NC(=S)N(CCCN2CCCC2)Cc2cccn2Cc2ccc(Cl)cc2)cc1	-4.5	-35	4	0.7	0.3	-1	-19	-31	10
N#Cc1c(NC(=S)NC(=O)Cc2cccs2)sc2c1CCCCC2	-2.2	50	4	-0.1	-0.7	-28	-10	-12	-5
C(#CCN1CCOCC1)COCCOC(c1ccccc1)c1ccccc1	-1.2	15	1	-1.4	-1.7	2	x	5	-3
N/C(=N/O)c1nc(N2CCCCC2)nc(N2CCCCC2)n1	-2.2	8	-6	-0.1	-0.3	-5	12	29	-3
Nc1nc(-c2cccc(NS(=O)(=O)c3ccccc3)c2)cs1	-2.5	2	0	0.5	-0.7	-8	-8	1	-3
COc1ccccc1N1CCN(C(=O)c2ccccc2Oc2ccccc2)CC1	-2.1	17	2	-1.0	-0.3	-40	-8	-1	-21
CCN1CCCC1CNCc1ccccc1OCc1ccc(F)cc1 (centres undefined)	0.4	-5	1	0.7	-1.8	-15	-13	-10	-3
COc1cc2nc(SCc3ccc(Cl)cc3Cl)n(Cc3cccs3)c(=N)c2cc1OC	0.3	36	-1	0.1	1.3	-50	-23	12	-13
Cc1ccc(C(=O)/C=C/Nc2cccc(O)c2)cc1	-3.8	60	2	0.0	1.0	-23	-7	88*[5 µM]	-12
CC(C)(C)CC(=O)Nc1nnc(SCC(=O)NCc2cccs2)s1	0.4	-1	4	0.6	-0.1	-17	-14	14	-27
CC(C)C(C(=O)NCc1ccco1)N(C(=O)CNS(=O)(=O)c1ccccc1)c1ccccc1 (centres undefined)	-0.3	0	2	0.0	0.0	-2	-4	11	-25
CC(C)(C)c1nc(SCC(=O)Nc2ccc3c(c2)OCCO3)c2ccccc2n1	-4.8	24	0	-0.2	-0.3	-12	-20	7	-14
O=C(Nc1ccc(-c2ccc([N+](=O)[O-])cc2)cc1)c1ccccc1F	0.3	-24	-3	0.6	1.1	2	6	19	-7
COc1ccc2c(CC(=O)Nc3ccccc3N3CCOCC3)coc2c1	0.8	15	-7	0.4	-1.3	-11	-9	19	2
Cc1ccc2nc3n(c(=O)c2c1)CCC3	2.3	16	3	1.3	1.9	-3	-10	-16	-14
O=C(CN1CCN(Cc2ccc(F)cc2Cl)C1=O)NCCc1ccccc1	0.1	21	0	0.8	1.5	-13	-65	14	-1
CC(=O)c1c(O)c2ccccc2n(C2CCCCC2)c1=O	-1.2	39	-2	0.8	-0.3	-8	-9	-13	8
Cc1ccc2oc(=O)c(/C=C(\O)CC(C)C)nc2c1	5.3	39	1	0.7	1.6	-6	-13	3	-14
Cc1cc(N2CCCCCC2)nc(-c2ccccc2O)n1	-0.7	56	-5	-0.3	-1.0	-2	-9	12	-5
